GRP78 ERSR act: inducers of ER stress response in human glioma cells; U87-MG GRP78 promoter luciferase reporter, 16 h; Potency, µM, for the others: top-dose activation, most hits filed as activators; hit rate 0.02% among 420,000; further: potency means the concentration at half of the fitted maximal effect; series mostly up to about 76 µM; % of control where 0% means no effect; nearly all actives have a fitted effect of over 35% in size
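Stably transfected U87-MG glioma cells carrying a GRP78-based luciferase sensor; 16 h compound incubation. Luminescence end-point read 10 min after Bright-Glo addition at room temperature.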
Vif-A3G inh: blocks the Vif interaction with human APOBEC3G; HeLa A3G-eYFP + Vif (tagged APOBEC3G with the HIV-1 protein that degrades it), YFP fluorescence, overnight; Q9HC16; Potency, µM (titrated, usually from 46.1 µM), for the others: at the top dose activity, negative = active, most hits filed as inhibitors; hit rate 0.076% among 410,000; AID 602310;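 further: potency means the concentration at half of the fitted maximal effect; on the % scale 0 is the no-effect control and ±100 the full control effect; nearly all actives have a fitted effect of over 60% in size; hits raise eYFP signal because A3G escapes Vif-driven loss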
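HeLa cells stably expressing Vif and C-terminally eYFP-tagged A3G, seeded overnight at 37 deg C, then exposed to compound by pintool overnight at 37 deg C. Rise in yellow fluorescence (Ex 488/Em 500-530, Acumen) marks blocked Vif-driven A3G degradation.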
TrxR1 substrate: substrates of rat thioredoxin reductase 1; purified TrxR1 substrate turnover, NADPH consumption readout; Potency, µM (series often up to 114 µM), for inactives: at the top dose activity change, negative = substrate turnover; hit rate 0.01% among 390,000; AID 588456; further: potency means the concentration at half of the fitted maximal effect; on the % scale 0 is the no-effect control and ±100 the full control effect; nearly all actives have a fitted effect of over 50% in size
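Rat TrxR1, dispensed at 90 nM, was prereduced with 400 uM NADPH (final) for 5 min at ~22 deg C, then incubated with compound 15 min before 400 uM selenite. A first-read NADPH fluorescence drop versus no-compound background flagged substrates.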
TrxR1 inh: inhibitors of rat thioredoxin reductase 1; recombinant rTrxR1, NADPH fluorescence consumption, selenite substrate; Potency, µM (doses to about 114 µM), for inactives: at the highest dose activity change, negative = inhibition, usual class: inhibitors; O89049; hit rate 1% among 390,000; further: potency means the concentration at half of the fitted maximal effect; on the % scale 0 is the no-effect control and ±100 the full control effect; nearly all actives have a fitted effect of over 65% in size
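Rat TrxR1 (90 nM in the dispensed reagent) was pre-reduced with 400 uM NADPH for 5 min at room temperature, then incubated with compound for 15 min. After 400 uM selenite was added, NADPH fluorescence (Ex 340/Em 450 nm) was followed for 8 min.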
mIDH1 inhibitor: human IDH1 R132H inhibition; Potency, µM (top dose mostly 76.6 µM), for inactives: at the top dose activity change, negative = inhibition, usual class: inhibitors; IDH1-R132H enzyme, NADPH consumption, diaphorase/resazurin fluorescence; AID 602179; O75874; hit rate 0.093% among 390,000; further: potency means the concentration at half of the fitted maximal effect; on the % scale 0 is the no-effect control and ±100 the full control effect; nearly all actives have a fitted effect of over 65% in size
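IDH1-R132H (0.5 ug/mL dispensed) in pH 7.5 Tris buffer was preincubated 30 min with compound, then given a substrate mix of 0.016 mM NADPH and 2 mM alpha-KG for 80 min at room temperature; remaining NADPH was read by diaphorase/resazurin fluorescence.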
USP1-UAF1 inh: blocks the human USP1/UAF1 deubiquitinase complex; O94782; recombinant USP1/UAF1, Ub-Rhodamine cleavage fluorescence; AID 743255; Potency, µM (top dose mostly 57.1 µM), without a hit: top-dose activity change, negative = inhibition, usual class: inhibitors; hit rate 0.23% among 390,000; further: potency means the concentration at half of the fitted maximal effect; on the % scale 0 is the no-effect control and ±100 the full control effect; nearly all actives have a fitted effect of over 60% in size; inactives centre near -12
Target sequence (O94782 whole entry, looked up): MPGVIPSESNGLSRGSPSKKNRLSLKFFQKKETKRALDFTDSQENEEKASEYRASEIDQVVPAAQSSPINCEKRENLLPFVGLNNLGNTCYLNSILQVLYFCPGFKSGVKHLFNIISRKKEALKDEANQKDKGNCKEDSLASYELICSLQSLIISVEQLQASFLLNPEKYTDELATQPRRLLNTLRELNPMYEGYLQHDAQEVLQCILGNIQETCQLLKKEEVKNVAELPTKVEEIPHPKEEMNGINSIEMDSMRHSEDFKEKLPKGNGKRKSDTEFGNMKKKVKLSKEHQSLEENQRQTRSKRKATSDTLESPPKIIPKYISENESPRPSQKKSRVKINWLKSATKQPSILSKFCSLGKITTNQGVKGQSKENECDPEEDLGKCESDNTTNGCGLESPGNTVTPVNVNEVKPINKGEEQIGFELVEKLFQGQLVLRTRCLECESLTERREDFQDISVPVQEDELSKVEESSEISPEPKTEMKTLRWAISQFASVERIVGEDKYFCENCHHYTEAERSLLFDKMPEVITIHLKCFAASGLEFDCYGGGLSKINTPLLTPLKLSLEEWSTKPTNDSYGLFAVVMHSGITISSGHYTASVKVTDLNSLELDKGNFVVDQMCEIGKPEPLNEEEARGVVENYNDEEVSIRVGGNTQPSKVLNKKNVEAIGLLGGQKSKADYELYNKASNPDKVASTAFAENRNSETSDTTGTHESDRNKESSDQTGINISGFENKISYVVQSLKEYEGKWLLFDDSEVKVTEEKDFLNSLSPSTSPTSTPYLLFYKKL
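USP1/UAF1 complex (1 nM) preincubated 15 min at room temperature with compound, then Ub-Rho substrate (150 nM final) added. Kinetic fluorescence at 480/540 nm over 6 reads at 60 s intervals; 50 mM HEPES pH 7.8, 0.5 mM EDTA, 0.1 mg/ml BSA, 1 mM TCEP, 0.01% Tween-20.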
RGS4 inhibitor: human RGS4 inhibition; P49798; Transcreener GDP fluorescence polarization, RGS4-accelerated GTP hydrolysis; Potency, µM (titrated, usually from 114 µM), without a hit: top-dose activity change, negative = inhibition, hits mostly inhibitors; AID 504845; hit rate 0.039% among 390,000; further: potency means the concentration at half of the fitted maximal effect; on the % scale 0 is the no-effect control and ±100 the full control effect; nearly all actives have a fitted effect of over 75% in size; some results filed as inactive show a strong effect at the top dose
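MLSMR compounds (23 nl, pin-transferred) preincubated 10 min at room temperature with a 500nM (2x) first reagent, then RGS4 at 900nM (2x) plus Transcreener GDP mix added; fluorescence polarization (620/688 nm) read before and after 90 min at 30 °C.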
Vif-APOBEC3F blk: blocks the Vif interaction with APOBEC3F; hit rate 0.2% among 390,000; AID 602313; Potency, µM (doses to about 46.1 µM), for the others: top-dose activity, negative = active; HeLa A3F-eYFP + Vif (tagged APOBEC3F with the HIV-1 protein that degrades it), YFP fluorescence increase; further: potency means the concentration at half of the fitted maximal effect; % of control where 0% means no effect; nearly all actives have a fitted effect of over 65% in size
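HeLa cells stably expressing Vif plus C-terminally eYFP-tagged A3F were seeded, incubated overnight at 37 deg C, dosed with compound, incubated overnight again at 37 deg C. Yellow fluorescence (Ex 488/Em 500-530) reported blocked Vif-mediated A3F-eYFP degradation.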
LDHA block: LDHA (human) enzyme inhibition. P00338. purified LDHA, NADH/diaphorase-resazurin fluorescence; stronger effect = lower value. activity change, % (values are at about 110 or 230 µM). hit rate 0.15% among 480,000; in the data active means activity change below about -30%;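 further: plate controls were DMSO wells for no effect and wells without enzyme for full effect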
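Resorufin fluorescence (ex540/em590), read at 0 and 20 min after diaphorase/resazurin addition, reports the NADH left after a 5 min room-temperature reaction of 2 nM human LDH5 with 0.06 mM NADH and 0.2 mM pyruvate.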
Starred values were filed as active, the others as inactive; nt = not tested or not shown; & = joins results of further samples; [ ] = dose if it differs, or a comment. Unless noted, the call rests on the fitted dose curve; in most records, active means well fitted curve in the direction sought with a large enough effect; inconclusive means small, poorly fitted or top-dose-only effect, or another doubt; inactive means no such curve, though single readings can be large; an effect the other way counts as inactive or inconclusive. Some of the compounds tested (hit frequency here may not be typical).

Assay codes – A = GRP78 ERSR act; B = Vif-A3G inh; C = TrxR1 substrate; D = TrxR1 inh; E = mIDH1 inhibitor; F = USP1-UAF1 inh; G = RGS4 inhibitor; H = Vif-APOBEC3F blk; I = LDHA block
O=C(CNC(=O)OCc1ccccc1)Nc1ccc(F)cc1
  A: -2% | B: 0% | C: -1% | D: 23% | E: -2% | F: -8% | G: 5% | H: 1% | I: -22

CC(c1ccccc1)C(OC(=O)c1cccc([N+](=O)[O-])c1C(=O)O)c1ccccc1 (stereo not drawn)
  A: 0% | B: -1% | C: -16% | D: -16% | E: -4% | F: -2% | G: 4% | H: -4% | I: -1

Cn1c(N)c(C(=O)COC(=O)C2CC(O)CN2S(=O)(=O)c2ccc(Cl)cc2)c(=O)n(C)c1=O (stereo not drawn)
  A: -1% | B: -6% | C: 2% | D: 10% | E: -1% | F: -5% | G: 28% | H: -26% | I: -5

O=C(Oc1ccccc1N1C(=O)C2CC=CCC2C1=O)c1ccc(Br)cc1 (stereo not drawn)
  A: -1% | B: 0% | C: 12% | D: 29% | E: 4% | F: -10% | G: 23% | H: 1% | I: -5

CCN(CCNC(=O)c1ccc2nc(-c3ccccc3NC(C)=O)c(=O)[nH]c2c1)c1ccccc1
  A: -2% | B: -10% | C: 2% | D: 14% | E: 11% | F: -30% | G: -11% | H: -20% | I: 1

O=C(OCc1ccc(F)cc1)c1cc(=O)c2ccccc2o1
  A: -2% | B: 4% | C: 5%[57.1 µM] | D: -6%[57.1 µM] | E: 3% | F: -17% | G: -19% | H: 15% | I: -4

O=C(c1ccco1)N1CCN(C(=O)c2sccc2-c2ccccc2)CC1
  A: -2% | B: -6% | C: 5%[57.1 µM] | D: 16µM* | E: -4% | F: -13% | G: -23% | H: 0% | I: -4

Cc1cc(-c2ccc(C)c(S(=O)(=O)NCCCN3CCN(c4ccccc4F)CC3)c2)on1
  A: 0% | B: 4% | C: 5% | D: 29% | E: 3% | F: -22% | G: -11% | H: -20% | I: -1

CCN(CC)C(=O)C1=C(C)N(Cc2ccc(C(C)(C)C)cc2)C(=O)C(CC(=O)NCCCN(C)C)C1 (stereo not drawn)
  A: -4% | B: -7% | C: nt | D: nt | E: 1% | F: -24% | G: nt | H: -11% | I: -5

O=C(NC1CCCCC1)C(=S)N1CCOCC1
  A: -1% | B: 11% | C: 3% | D: 15% | E: 0% | F: -7% | G: -12% | H: 8% | I: -7

Cc1ccccc1-c1nnc(CN2CCN(c3cc(Cl)ccc3C)CC2)o1
  A: -4% | B: 0% | C: 2% | D: 9% | E: 13% | F: -3% | G: -11% | H: -1% | I: 5

CC1CCN(S(=O)(=O)c2ccc(NC(=O)CCN3C(=O)C4CC=CCC4C3=O)cc2)CC1 (stereo not drawn)
  A: -3% | B: 3% | C: -5% | D: 14% | E: 2% | F: -14% | G: -10% | H: 3% | I: -8

CCCSc1nnc(N)s1
  A: -4% | B: -8% | C: 2% | D: 10% | E: 0% | F: -15% | G: 4% | H: 0% | I: -5

C/C=C/C=C(/NC(=O)c1ccccc1)C(=O)Nc1ccccc1
  A: -1% | B: 4% | C: -3% | D: 12% | E: 5% | F: -18% | G: -13% | H: -3% | I: -1

Cc1c(C(=O)N2CCN(Cc3nccn3C)CC2)oc2c(F)cccc12
  A: 1% | B: -1% | C: nt | D: nt | E: -2% | F: -11% | G: nt | H: -4% | I: -8

Further structures.
Assay codes – A = GRP78 ERSR act; B = Vif-A3G inh; C = TrxR1 substrate; D = TrxR1 inh; E = mIDH1 inhibitor; F = USP1-UAF1 inh; G = RGS4 inhibitor; H = Vif-APOBEC3F blk; I = LDHA block
C=CCNC(=S)Nc1ccc(C(N)=O)cc1
  A: -3% | B: 0% | C: -14%[57.1 µM] | D: 24%[57.1 µM] | E: 3% | F: -17% | G: -18% | H: 4% | I: 1

O=C(Nc1ccc(C(=O)N2CCOCC2)cc1)c1cccs1
  A: 4% | B: 3% | C: -1% | D: 1% | E: 12% | F: -13% | G: -2% | H: -8% | I: -8

COC(=O)c1cc(NC(=O)Cn2nc(C)n3cccc3c2=O)cc(C(=O)OC)c1
  A: -2%&-2% | B: 0%&4% | C: -1%&10% | D: -13%&25% | E: 2%&-16% | F: -11%&-42% | G: -8%&-14% | H: 8%&0% | I: 1&12&-13

CC(=O)Nc1ccc(S(=O)(=O)NC(C)C(=O)OCC(=O)Nc2ccc(F)cc2Cl)cc1 (stereo not drawn)
  A: -3% | B: 0% | C: nt | D: nt | E: 5% | F: -25% | G: nt | H: 0% | I: -1

CS(=O)(=O)N(CC(=O)O)c1cc(C(F)(F)F)ccc1Cl
  A: -3% | B: 0% | C: -1% | D: 15% | E: 9% | F: -26% | G: -2% | H: -7% | I: 2

Source: PubChem (National Center for Advancing Translational Sciences (NCATS))
